CRFR2-BP ag – CRF-BP/CRF-R2 complex agonism; HEK293 CRF-R2/CRF-BP, calcium dye fluorescence (FLIPR); percent of saturating CRF peptide response; activation, % at 13.2 µM; actives 0.46% (n = 350,000); AID 588473;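 active = activation of at least 50%, plus an integration ratio under a set limit after plate pattern correction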;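 note: plate controls were neutral control wells without compound for no effect and CRF at EC100 for full effect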
TAAR1 ag – agonists of human TAAR1; actives 0.99% (n = 360,000); CHO RD-HGA16 TAAR1, Fluo-8 calcium fluorescence; vehicle wells 0%, saturating PEA agonist 100%; activation, % at 3 µM;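 active = activation above the mean activation of all test compounds in the run plus 3 SD, cut at about 38% in these data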
Target sequence (Q96RJ0 whole entry, looked up): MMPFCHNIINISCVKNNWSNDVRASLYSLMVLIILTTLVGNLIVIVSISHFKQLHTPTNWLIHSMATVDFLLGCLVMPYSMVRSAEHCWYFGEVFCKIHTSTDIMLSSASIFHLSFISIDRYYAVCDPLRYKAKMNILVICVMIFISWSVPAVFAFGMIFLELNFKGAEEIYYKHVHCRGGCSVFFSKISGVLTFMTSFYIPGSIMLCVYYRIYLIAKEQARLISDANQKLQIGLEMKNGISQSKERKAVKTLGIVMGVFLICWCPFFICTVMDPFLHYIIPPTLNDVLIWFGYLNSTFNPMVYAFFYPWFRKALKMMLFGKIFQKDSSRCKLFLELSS
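Signal – calcium-sensitive Fluo-8 signal, excitation 470-495, emission 515-575 nm · System – RD-HGA16 (CHO) cells co-expressing Gα16 and hTAAR1 · Incubation – 17-24 h seeding, 75 min 37 °C dye, 30 min RT · Compound dosing – 3 µM single concentration · Repeats – no replicates (n 1)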
CHRM5 PAM – positive allosteric modulators of human muscarinic M5 receptor | actives 0.3% (n = 360,000) | AID 624038 | activation, % at 3 µM | CHO-K1 hM5, Fluo-8 calcium, ACh EC20 PAM; 0% = ACh EC20, 100% = ACh EC100;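 active = activation above the run cutoff, the mean activation of all test compounds plus 3 SD, cut at about 18% in these data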
Target sequence (P08912 whole entry, looked up): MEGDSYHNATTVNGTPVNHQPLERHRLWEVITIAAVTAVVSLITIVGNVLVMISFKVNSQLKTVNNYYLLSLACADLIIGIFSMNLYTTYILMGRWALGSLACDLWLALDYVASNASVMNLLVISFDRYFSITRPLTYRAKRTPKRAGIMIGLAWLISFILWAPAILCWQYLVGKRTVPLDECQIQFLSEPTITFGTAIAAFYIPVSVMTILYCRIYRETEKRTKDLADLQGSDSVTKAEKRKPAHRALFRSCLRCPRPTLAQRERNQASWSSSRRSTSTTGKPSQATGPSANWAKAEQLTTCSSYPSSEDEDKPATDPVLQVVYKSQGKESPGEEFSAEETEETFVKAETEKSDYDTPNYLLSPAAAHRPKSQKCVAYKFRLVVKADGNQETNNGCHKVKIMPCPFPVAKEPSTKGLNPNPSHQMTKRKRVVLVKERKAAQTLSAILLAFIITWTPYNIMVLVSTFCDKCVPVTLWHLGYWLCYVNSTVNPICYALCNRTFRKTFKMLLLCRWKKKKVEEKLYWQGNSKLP
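system = human M5 receptor in CHO-K1 cells | reagent = EC20 acetylcholine as agonist stimulus | compound dosing = single-point, 3 µM nominal | incubation = Fluo-8 loading 80 min at 37 °C plus 30 min room temperature | detection = Fluo-8 calcium dye fluorescence, kinetic read | benchmarks = low control EC20 acetylcholine (0%), high control EC100 acetylcholine (100%)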
CHRM5 antagonist – antagonists of human muscarinic M5 receptor (CHRM5); P08912; CHO-hM5 cells, Fluo-8 calcium fluorescence, ACh EC80; inhibition, % at 3 µM; actives 0.59% (n = 360,000);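 active = inhibition above a per-plate cutoff, the mean of that plate's test compounds plus 3 SD, cut at about 27% in these data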;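 note: 0% = acetylcholine EC80 with DMSO and 100% = DMSO without agonist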
M4 PAM – CHRM4 positive allosteric modulation | P08173 | CHO-K1 hM4/Gqi5, Fluo-8 calcium fluorescence, ACh EC20; 0% = ACh EC20, 100% = maximal ACh | activation, % at 3 µM | actives 0.4% (n = 360,000);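 active = activation above its plate's cutoff, the mean activation of sample wells plus 3 SD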; note: some results filed as inactive read as strong as hits
CHO-K1 Ca PAM – counter-screen for M1 PAMs: effect in parental CHO-K1 cells | ATP EC20, Fluo-8 calcium fluorescence; 0% at ATP EC20, 100% at ATP max | activation, % at 3 µM | actives 0.02% (n = 360,000) | AID 602247;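 active = activation above the run cutoff, the mean activation of all test compounds plus 3 SD, cut at about 40% in these data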;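 note: peak over basal fluorescence ratio in a 140 s read after ATP addition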
M5 ag – CHRM5 agonism in calcium assay | P08912 | CHO-K1 hM5 cells, Fluo-8 calcium fluorescence; 0% DMSO wells, 100% maximal acetylcholine response | activation, % at 3 µM | actives 0.19% (n = 360,000) | AID 624037;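 active = activation above the run's mean over test compounds plus 3 SD, cut at about 23% in these data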;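 note: signal is peak over basal fluorescence ratio across the kinetic read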
TAAR1 antagonist – antagonists of human TAAR1; Q96RJ0; CHO RD-HGA16 TAAR1, Fluo-8 calcium fluorescence, antagonist; inhibition, % at 3 µM; actives 1.5% (n = 360,000);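 active = inhibition above a per-plate cutoff, the mean inhibition of test compounds on that plate plus 3 SD, cut at about 49% in these data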;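 note: 0% = DMSO plus EC80 beta-PEA response and 100% = DMSO alone without agonist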
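Material: CHO RD-HGA16 cells bearing hTAAR1; compound dosing: one-point dosing, 3 µM nominal final; schedule: dye loading 75 min at 37 °C, then 30 min room temperature; measured by: calcium fluorescence with Fluo-8; control set: vehicle and agonist controls; replication: n of 1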
CRFR2-BP antag – blocks CRF-induced signaling of the CRF-BP/CRF-R2 complex; inhibition, % at 11.8 µM; actives 0.59% (n = 350,000); HEK293 CRF-R2/CRF-BP, CRF-induced calcium fluorescence;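 active = inhibition of the ligand-induced calcium signal above about 50% at the single tested concentration, limit read from the data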
An asterisk follows results filed as active; x = not tested or not shown.

SMILES	CRFR2-BP antag	TAAR1 antagonist	M4 PAM	CHRM5 antagonist	M5 ag	TAAR1 ag	CRFR2-BP ag	CHRM5 PAM	CHO-K1 Ca PAM
NS(=O)(=O)c1ccc(NC(=S)NCc2ccc(Cl)cc2)cc1	-52	14	9	11	1	8	18	1	20
COc1ccc(NC(=O)CN(C)CC(=O)NC(=O)NC2CCCCC2)cc1	2	-10	5	9	2	2	-0.1	1	19
COc1ccccc1OCCNC(=O)c1ccc(Br)cc1	31	-17	-2	-2	-5	4	-4.9	-3	7
CCCNc1ccc(S(=O)(=O)N(C(C)C)C(C)C)cn1	2	-5	9	-2	-2	4	7.5	-2	20
COc1ccc(-n2c(C)nc3cc(C(=O)NCc4ccc5c(c4)OCO5)ccc32)cc1	45	-12	3	-1	-5	6	-4.7	2	11
CCCCC(CC)C(=O)Nc1ccccc1C(=O)NC(C)C (stereo not drawn)	-4	-14	-2	-4	1	4	0.5	-4	-17
CCOC(=O)c1c(NC(=O)c2ccc(Cl)cc2)csc1C	-12	-32	5	-4	-2	4	-0.1	0	23
CCN(CC)c1ccc(N=CN2CCOCC2)cc1	22	-13	-4	10	-5	-1	0.3	-2	6
C=CCN(c1ccccc1)S(=O)(=O)c1cccc(C(=O)Nc2ncccc2C)c1	10	-31	-4	-1	-1	0	-0.3	0	2
C=C(C)CSc1nc2ccccc2c(=O)n1-c1c(C)n(C)n(-c2ccccc2)c1=O	15	-48	9	5	9	0	-0.7	1	6
COC(=O)c1ccc(NC(=O)C2CCCN2C(=O)OCc2ccccc2)cc1 (stereo not drawn)	0	-23	-5	8	-1	-1	-0.5	-6	-10
COc1ccc(CCC(=O)NCc2cccc(C(F)(F)F)c2)cc1	5	4	1	15	-4	1	-4.8	-3	1

Full records as entered above. Order of screens: CRFR2-BP antag, TAAR1 antagonist, M4 PAM, CHRM5 antagonist, M5 ag, TAAR1 ag, CRFR2-BP ag, CHRM5 PAM, CHO-K1 Ca PAM
Shown for CCCNc1ccc(S(=O)(=O)N(C(C)C)C(C)C)cn1 → 2, -5, 9, -2, -2, 4, 7.5, -2, 20
Shown for COc1ccc(CCC(=O)NCc2cccc(C(F)(F)F)c2)cc1 → 5, 4, 1, 15, -4, 1, -4.8, -3, 1

Continued:
SMILES	CRFR2-BP antag	TAAR1 antagonist	M4 PAM	CHRM5 antagonist	M5 ag	TAAR1 ag	CRFR2-BP ag	CHRM5 PAM	CHO-K1 Ca PAM
O=C(CSc1ccc2ccccc2n1)NC1CC1	2	0	11	1	0	3	-2.7	-2	5
COc1ccc(Cc2c(-c3cccc(Cl)c3)nc3cc(C)c(Br)c(C)n23)c(C)c1	x	7	3	1	3	0	x	-4	35
CC(C)NC(=O)COc1ccc(S(=O)(=O)N2CCCC2)cc1	21	-6	3	1	-1	0	-0.1	-2	23
COc1cccc(C(=O)Nc2ccc(F)cc2F)c1	10	17	11	-1	-2	-3	-1.3	6	11
Cc1noc(C)c1NC(=O)N(C)C[C@@H]1Oc2ncc(Br)cc2C(=O)N([C@@H](C)CO)C[C@H]1C	-5	-9	-1	-13	0	2	14	6	10
O=C(O)Cc1ccc(C(=O)CSc2ccccc2)s1	-5	-14	1	2	-1	1	0.6	3	11
COC(=O)C1=CN(C)C=C(C(=O)OC)C1c1ccccc1Cl	26	-6	-4	7	-5	0	-0.6	-3	10
C/C(=N\NC(=O)c1cccc(C)c1)c1ccc(N2CCOCC2)cc1	-7	-9	3	-10	-2	2	1.4	19*	15
COc1cc(CCC(=O)OCC(=O)NCC2CCCCC2)cc(OC)c1OC	-5	-11	11	14	1	0	-3.0	-3	9
O=C(COC(=O)CCC(=O)c1cccs1)Nc1ncc(Cl)cc1Cl	-13	-8	16	-4	-2	2	0.4	1	9
CC1(C(=O)NCCC#N)CCN1C(=O)Cc1ccc(-c2ccccc2)cc1 (stereo not drawn)	x	-11	-3	-3	6	3	x	-2	16
COc1ccc(CN2C(=O)C(CC(=O)NCCc3ccccn3)CC(C(=O)N3CCCCCC3)=C2C)cc1 (stereo not drawn)	x	-16	7	-11	-3	31	x	6	14
Cc1cc(C2=NNC(=NCCc3ccccc3)SC2)c(C)n1-c1c(C)n(C)n(-c2ccccc2)c1=O	2	21	-1	3	-3	70*	0.3	6	12
OCCn1c(SCCOc2ccccc2F)nc2ccccc21	3	11	-4	-7	-1	3	-0.1	3	21
CC(C)Oc1ccc(CNC(=O)Cn2c(=O)oc3ccccc32)cc1	1	-1	-3	-5	3	1	-1.3	-2	14
C/C(=N\NC(=O)c1c(Br)c(C)nn1C)c1cccc(NC(=O)c2ccccc2F)c1	3	16	7	-5	0	18	2.2	0	-9
O=C(CSc1nnc2ccccn12)c1ccc2c(c1)OCCO2	1	-22	6	-1	-10	2	0.7	2	4
COC(=O)c1nc2ccccc2s1	7	0	2	3	-5	5	-0.8	0	9
CCC(C)NC(=O)c1cc(OC)c(OC)c(OC)c1 (stereo not drawn)	4	x	16	3	1	x	0.8	3	15
CC(O)(c1ccccc1)c1nc(-c2ccc(F)c(Cl)c2)cs1 (stereo not drawn)	x	-19	11	-2	1	2	x	-8	10
Cc1ccc(C)c(Cn2cnc3c(cnn3C(C)(C)C)c2=O)c1	8	11	-9	2	1	21	-2.6	-10	15
Cc1cc(C)c2nc(N3C(=O)C(O)=C(C(=O)c4ccco4)C3c3ccco3)sc2c1 (stereo not drawn)	-3	-30	-2	4	-2	2	1.9	1	-1
Cc1ccccc1NC(=O)CCN1CCN(CCO)CC1	10	1	9	-5	-1	5	-1.0	6	22
C#CCNC(=O)C1=C[C@@H](c2ccc(Br)cc2)C[C@@H](OCc2ccc(CO)cc2)O1	9	15	1	13	-6	3	-0.4	0	6
COc1ccc(CN2C(=O)c3ccccc3C2C(=O)NC2CCCCCC2)c(OC)c1 (stereo not drawn)	2	12	2	13	-4	0	-1.7	1	21
O=C(O)CSCC(=O)N1CCCN(c2nc3ccc(Cl)cc3s2)CC1	5	-11	-4	8	3	1	-0.7	-2	-20
CCN(CC)c1ccc(C=Nc2ccccc2)c(O)c1	-1	4	6	-8	-4	0	2.8	3	10
CC(=O)Nc1ccc(OC(=O)N2CCCC2)cc1	11	3	-5	-2	3	1	1.6	5	6
O=S(=O)(c1ccccc1)c1nc(-c2ccccc2Cl)oc1NCCCN1CCOCC1	-9	-16	-4	17	-2	4	-1.7	-13	15
Cc1ccc2c(c1)C(c1ccccc1)N(C(=O)c1ccc(Br)cc1)CC(=O)N2 (stereo not drawn)	-25	16	-3	11	2	0	-0.7	-1	19
O=C(CC12CC3CC(CC(C3)C1)C2)N/N=C/c1ccc([N+](=O)[O-])o1	-15	10	2	-3	2	25	-4.6	-3	22
CC(=O)C1=C(O)C(=O)N(CCc2c[nH]c3ccccc23)C1c1ccc(O)cc1 (stereo not drawn)	-2	-18	-1	4	1	1	-0.1	-1	1
COc1ccccc1/C=C/C(=O)OCC(=O)Nc1cc(C(F)(F)F)ccc1N1CCOCC1	-36	11	7	-2	-1	-1	0.2	3	23
NC(CO)(CO)COCc1ccccc1	-18	-24	-1	3	-1	1	0.7	7	1
CCn1ccnc1CN(C)Cc1cn[nH]c1-c1ccc(OC)c(F)c1	-13	-13	-4	8	-2	3	-1.6	-1	-12
O=C(Nc1ccc2c(c1)OCO2)c1nn(-c2ccccc2)c(=O)c2ccccc12	-11	18	-3	-2	-8	12	-2.2	5	0
CCOC(=O)C1(C)CCCCN1C(=O)c1cccs1 (stereo not drawn)	x	-6	0	4	2	2	x	-1	2
C=CCC1(CC=C)CCCN1C(=O)CC1C(=O)NCCN1Cc1cccc(OC)c1 (stereo not drawn)	-9	-2	4	6	-1	3	3.1	-2	-1
COC(=O)c1cccc2c1NC(=O)C2=O	-2	-3	-1	-14	5	1	-0.9	12	-18
Cc1ccc(NC(=O)CCCCCN2C(=O)[C@@H]3Cc4ccccc4CN3C2=O)c(C)c1	-11	9	3	2	-2	6	0.1	-2	19
O=C(NC12CC3CC(CC(C3)C1)C2)C1CC(=O)N(c2ccc(Br)cc2)C1 (stereo not drawn)	-14	x	2	-4	1	x	1.1	0	11
Cc1ccc(Cn2c(C(C)Nc3nc(-c4ccc(Cl)cc4)cs3)nc3cc(C(=O)NCCCO)ccc32)cc1 (stereo not drawn)	1	-2	-2	20	-7	17	-1.5	-12	13
Cc1ccc(-n2ncc(C(=O)Nc3cc(Cl)ccc3C)c2C2CCNCC2)cc1C	-20	-3	-4	-17	-5	10	0.7	2	20
Cc1nc2c(C)cccc2cc1C(=O)N/N=C/c1cccnc1	6	-3	-4	2	0	3	-0.5	-2	12
O=C(CCC(=O)c1cccs1)NCc1cccnc1	0	-26	0	4	1	2	-0.6	2	16

No enrichment for hits (roughly 4.2% active in at least one column).
